High-throughput results from PubChem.
GPR151 ag: human GPR151 activation | Q8TDV0 | PathHunter beta-arrestin GPR151 cells, luminescence | activation, % at 11.2 µM | 650,000 tested, 1% active | AID 1508602; in the data active = activation above about 4.9%;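 note: 0% = median of compound wells and 100% = cells with positive control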
MITF inh: human MITF inhibition, primary screen; AlphaScreen MITF homodimerization, bead proximity signal; inhibition, % at 2.6 µM; AID 1259374; 650,000 tested, 0.91% active; in the data active = inhibition above about 50%;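 note: 0% = vehicle wells with protein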
FBW7 activator: human FBW7 E3 ligase activation, primary screen. AlphaScreen FBW7–phospho-cyclin E peptide binding, activator screen. normalized activity (activation), % at 26.1 µM. 650,000 tested, 0.13% active. AID 1259310; in the data active = normalized activity above about 1.9%;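 note: purified mutant Fbw7 with reduced substrate affinity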
Target sequence (Q969H0 whole entry, looked up): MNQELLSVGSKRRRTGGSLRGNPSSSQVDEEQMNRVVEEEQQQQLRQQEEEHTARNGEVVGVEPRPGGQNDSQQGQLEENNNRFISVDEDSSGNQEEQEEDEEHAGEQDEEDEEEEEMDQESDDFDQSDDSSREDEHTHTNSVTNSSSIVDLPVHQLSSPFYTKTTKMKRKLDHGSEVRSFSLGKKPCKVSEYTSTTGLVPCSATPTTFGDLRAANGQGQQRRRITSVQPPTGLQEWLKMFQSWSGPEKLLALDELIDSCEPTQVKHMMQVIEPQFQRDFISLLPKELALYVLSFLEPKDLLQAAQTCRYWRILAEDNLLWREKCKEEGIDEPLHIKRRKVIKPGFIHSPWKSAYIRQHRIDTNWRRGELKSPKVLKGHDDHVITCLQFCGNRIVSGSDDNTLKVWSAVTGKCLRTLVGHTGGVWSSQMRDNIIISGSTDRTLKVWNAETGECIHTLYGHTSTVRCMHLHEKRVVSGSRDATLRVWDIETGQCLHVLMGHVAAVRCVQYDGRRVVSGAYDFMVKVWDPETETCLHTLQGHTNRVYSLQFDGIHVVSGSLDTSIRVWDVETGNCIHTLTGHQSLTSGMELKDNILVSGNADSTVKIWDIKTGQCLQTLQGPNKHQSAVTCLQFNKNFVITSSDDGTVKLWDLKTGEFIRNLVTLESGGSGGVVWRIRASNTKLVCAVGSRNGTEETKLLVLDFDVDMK
TEAD-YAP block: TEAD-YAP interaction inhibition; inhibition, % at 9.12 µM; 640,000 tested, 1.4% active; AID 1259422; HEK-TIYL cells, TEAD-Gal4/YAP UAS-luciferase luminescence; in the data active = inhibition above about 32%;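 note: 0% = median of test compound wells and 100% = reference inhibitor wells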
* = called active by the depositor.

SMILES	GPR151 ag	MITF inh	FBW7 activator	TEAD-YAP block
O=C(Nc1ccc(Br)cn1)C12CC3CC(CC(C3)C1)C2	-0.6	16	0.0	8
Cc1cccc(N2C(=O)NC(=O)/C(=C/N(C)C)C2=O)c1	2.4	6	0.0	8
CCOc1cc(/C=C2/C(=N)N3N=C(C(F)(F)F)SC3=NC2=O)ccc1OCCOc1ccc(C)cc1C	1.2	3	-0.1	9
CCCC(=O)Nc1nc2ccc(NC(=O)c3cccs3)cc2s1	-0.9	0	0.0	-20
O=C(N[C@@H](Cc1ccccc1)C(=O)CCl)OCc1ccccc1	0.5	2	0.1	24
CNC(=O)c1ccccc1Nc1cc(NC(=O)CCc2ccccc2)ncc1C(F)(F)F	-1.5	-3	0.4	64*
CCOc1ccccc1C1Nc2ccccc2NC2=C1C(=O)CC(c1ccc(OC)cc1)C2 (stereo not given)	2.1	5	1.1	-13
O=C(CN1C(=O)C2CC=CCC2C1=O)Nc1nnc(SCc2ccc(Cl)cc2)s1 (stereo not given)	1.8	0	0.0	-1
COc1cccc(N2C(=O)/C(=C\c3cccs3)NC2=S)c1	0.8	7	0.0	-4
COc1cc(OC)c(OC)cc1/C=N/NC(=O)c1c(O)c2ccccc2[nH]c1=O	3.2	3	1.1	-6
CC/C(=N\N=C(/CC)c1ccccc1N)c1ccccc1N	-0.4	8	0.0	-5
CCOc1ccccc1-n1c(=S)sc2c(=O)n(-c3ccccc3)c(SCc3cccnc3)nc21	0.7	-3	-0.2	11
CC(Oc1ccc(Br)cc1)C(=O)NC1CCCC1 (stereo not given)	1.0	-2	0.0	-4
CC1(C)CC(=O)C2=C(C1)Nc1ccccc1NC2c1c(Cl)cccc1Cl (stereo not given)	0.8	5	-0.1	10
CC1CCCCC1NC(=O)Cn1c2ccccc2n2c(=O)n(Cc3ccncc3)nc12 (stereo not given)	1.7	5	0.1	11
CCN(CC)C(=O)Cn1nc2oc3ccccc3n2c1=O	0.0	0	-0.1	3
CCOCCn1cnc2sc(C(=O)N(C)C3CCCCC3)c(C)c2c1=O	0.7	8	0.0	6
COC(=O)c1c(C)oc2ccc(N(C(C)=O)S(=O)(=O)c3ccc(F)cc3)cc12	0.6	8	-0.1	17
CCc1ccc(CN(C)C(=O)CC2(c3cccc(F)c3)CC(=O)N(C)C2=O)cc1 (stereo not given)	3.0	-7	0.1	-5
Cc1cc(C)cc(CSCC(=O)Nc2c(C)cccc2C)c1	-1.4	-3	0.0	-16
CCCc1sc(N2CCN(C(=O)c3ccccc3)CC2)nc1-c1ccccc1	1.4	11	0.1	8
CCc1c(C)c(C#N)c2nc3ccccc3n2c1N1CCN(Cc2ccc(OC)c(F)c2)CC1	0.1	11	0.0	4
C=CCn1sc(N)c(C(=O)OCC)c1=S	2.6	-3	-0.3	11
COCC(=O)Nc1ccc(Br)cc1C	0.0	-3	-0.1	0
COc1cccc(/C=N/NC(=O)c2ccccc2[N+](=O)[O-])c1	-2.6	11	0.3	0
c1ccc(CN2CCC(Nc3nc(N4CCOCC4)nc4c3ncn4-c3ccsc3)CC2)cc1	0.3	14	-0.3	44*
CCNc1nc(NCC)nc(OCCNC(=O)Nc2ccccc2)n1	1.3	1	0.0	1
CCOc1ccccc1Nc1ncnc2c1cnn2-c1ccc(C)cc1C	0.5	12	0.0	-2
Cn1cccc1Cc1nnc(SCC(=O)Nc2ccc(Br)cc2)n1C	-1.5	18	0.3	-3
CC(Cc1ccsc1)NC(=O)CCc1nnc(CCc2ccccc2)o1 (stereo not given)	-0.6	-3	0.3	-5
O=C(c1ccccc1)N1c2ccccc2N=C(c2ccccc2)CC1c1ccccc1 (stereo not given)	-0.6	0	0.0	-24
O=C(CN1C(=O)CCSc2ccccc21)NCCN1CCCCCC1	3.6	2	0.6	10
Cc1ccc(Cl)cc1-n1c(SCc2cccc(F)c2)nc2[nH]ncc2c1=O	-1.0	10	0.0	-10
Cc1cc(C)cc(N(C(=O)c2ccccc2F)C2C=CS(=O)(=O)C2)c1 (stereo not given)	2.6	-9	-0.1	-9
CCSc1c(S)cnn(-c2ccccc2)c1=O	0.3	10	-0.2	2
Cc1cc(-n2c(C)nc3ncccc3c2=O)ccc1NC(=O)c1ccc(F)cc1	2.4	15	0.2	3
OCCNCCCOc1cccc(Cl)c1	0.2	12	0.6	14
Nc1cc(=O)[nH]c2nnc(SCC(=O)c3ccc(Cl)cc3)n12	-1.0	0	0.3	9
Cc1ccccc1CNC(=O)C1CC(Cc2cccc(Cl)c2)=NO1 (stereo not given)	-0.8	-1	-0.1	-14
C/C(=C\c1ccco1)CN1CCc2nnc(CNC(=O)c3ccccn3)n2CC1	-0.2	8	-0.2	8
O=C(CC(NS(=O)(=O)c1ccc(Br)cc1)c1cccs1)NCCN1CCOCC1 (stereo not given)	0.8	-5	-0.1	-7
COc1cc(/C=N/N=C(\C)c2nnn(-c3nonc3N)c2C)ccc1O	-2.2	3	0.1	8
O=C(Nc1nnc(Cc2ccc(F)cc2)o1)C1CCCC1	1.0	-4	-0.1	-6
CCOC(=O)c1ccc(Oc2nc(N(C)C)nc(N(C)C)n2)cc1	1.4	54*	-0.3	-10
Cc1c(Cl)c(=O)oc2cc(OCC(=O)c3ccc(Cl)cc3)ccc12	0.8	-12	-0.1	3
Cc1nc(C23CC4CC(CC(C4)C2)C3)cs1	-0.1	7	0.1	2
O=C1C(=O)N(c2ccc(Br)cn2)C(c2ccc(Br)cc2)/C1=C(\O)c1ccccc1 (stereo not given)	-0.6	10	0.1	-14
COc1ccc(NC(=O)CN2C(=O)N(C)N(C)c3ncccc32)cc1OC	0.5	3	0.0	-8
CCCOc1cc(Nc2ccc(NC(=O)CC)cc2)nc(C)n1	-1.7	-8	-0.1	-11
Nc1nnc(SCC(=O)OCC(=O)Nc2ncc(C(F)(F)F)cc2Cl)s1	0.7	12	0.4	0
NNC(=O)/C(=C/c1ccccc1)NC(=O)c1ccccc1	-0.1	-10	-0.1	-12
CCOc1ccc(CC2S/C(=N\c3ccccn3)NC2=O)cc1 (stereo not given)	-0.2	-4	0.1	9
CC1(C)CC(=O)C=C(C(=O)N2CCC3(CC2)CC3C(=O)Nc2ccc3c(c2)OCO3)O1 (stereo not given)	0.2	1	0.1	4
COc1ccc2c(c1)OC(C)CN(CC(=O)NCCCn1ccnc1)C2 (stereo not given)	2.4	0	0.1	5
O=C(Nc1ccc(Cl)cc1)NC1CC2CCC(C1)N2Cc1ccco1 (stereo not given)	-0.6	32	0.1	-2
O=C(COc1ccc(S(=O)(=O)N2CCOCC2)cc1)NCc1ccccn1	-0.6	-7	-0.3	2
Cc1cccc(S(=O)(=O)NCCc2cn3ccc(C)cc3n2)c1	0.4	-9	0.0	3
CCc1c(C)nc2ncnn2c1NCCc1ccc(OC)c(OC)c1	-0.8	-6	0.8	7
Cc1cccc(C)c1NC(=O)C1(N(Cc2ccccc2)C(=O)c2ccc(-n3cnnn3)cc2)CCCC1	-1.8	-3	0.6	2
Cc1csc(NC(=O)CSc2nc3cc(C)c(C)cc3cc2C#N)n1	-0.8	-4	-0.1	-35

3 entries from above, set out differently:
Values run as follows: GPR151 ag, MITF inh, FBW7 activator, TEAD-YAP block
O=C(Nc1ccc(Cl)cc1)NC1CC2CCC(C1)N2Cc1ccco1 (stereo not given)
 : -0.6, 32, 0.1, -2
O=C(COc1ccc(S(=O)(=O)N2CCOCC2)cc1)NCc1ccccn1
 : -0.6, -7, -0.3, 2
Cc1cccc(S(=O)(=O)NCCc2cn3ccc(C)cc3n2)c1
 : 0.4, -9, 0.0, 3

Going on with the list:
SMILES	GPR151 ag	MITF inh	FBW7 activator	TEAD-YAP block
CCCCN(CC)CCNC(=O)c1cn(-c2ccc(OC)cc2)c(=O)c2ccccc12	-1.2	4	0.1	0
O=C1OCCC1NS(=O)(=O)c1cccc(C(F)(F)F)c1 (stereo not given)	-0.4	-6	0.0	-1
COc1ccc(CCNC(=O)CSc2nc3ccccc3c(=O)n2NC(=O)c2cccs2)cc1OC	-1.4	14	0.1	-18
CCOC(=O)N1CCC(NC(=O)C(NC(=O)C2CCC(C)CC2)C(C)CC)CC1 (stereo not given)	1.2	4	0.1	-13
CC(=O)c1ccc(NC(=O)C23CC4CC(CC(C4)C2)C3)cc1	1.8	3	0.1	-3
Cc1ccc(S(=O)(=O)c2ncoc2N2CCOCC2)cc1	-0.8	14	0.1	2
CCC(C)c1ccc(OCC(=O)Nc2ccc(CN3CCOCC3)cc2)cc1 (stereo not given)	1.6	6	-0.4	10
Cc1ccc(NC(=O)C2Cc3ccccc3CN2S(=O)(=O)c2ccc(F)cc2)c(C)c1 (stereo not given)	0.0	-8	0.1	-3
COc1ccc2c(c1)C(=O)C(C1(O)C(=O)N(C)c3ccccc31)CC2 (stereo not given)	1.5	2	0.0	5
O=C(Nc1cnn(-c2cccc(C(=O)NCC(O)CN3CCOCC3)c2)c1)Nc1ccccc1Cl (stereo not given)	0.2	1	0.1	-9
O=C(Nc1nnc(-c2ccc(Cl)cc2)s1)c1cccs1	-1.0	-11	-0.1	-3
CCOC(=O)c1c(C)c(C(=O)N2CCN(Cc3ccccc3)CC2)c(C)n1CC	-2.7	14	0.0	-3
O=C(COC(=O)CCC1CCCC1)Nc1ccc(Cl)cn1	0.7	14	0.3	12
CN(C(=O)Cc1noc2ccccc12)c1cccc(C(F)(F)F)c1	0.0	20	1.5	13
CCOCCn1c(=NC(=O)CCS(=O)(=O)c2ccccc2)sc2cc(F)ccc21	1.0	-1	-0.3	-7

One compound at a time (already shown).
`COc1ccc(CCNC(=O)CSc2nc3ccccc3c(=O)n2NC(=O)c2cccs2)cc1OC` across the screens: GPR151 ag = -1.4; MITF inh = 14; FBW7 activator = 0.1; TEAD-YAP block = -18
`CCOCCn1c(=NC(=O)CCS(=O)(=O)c2ccccc2)sc2cc(F)ccc21` across the screens: GPR151 ag = 1.0; MITF inh = -1; FBW7 activator = -0.3; TEAD-YAP block = -7
`CCOC(=O)N1CCC(NC(=O)C(NC(=O)C2CCC(C)CC2)C(C)CC)CC1` (stereo not given) across the screens: GPR151 ag = 1.2; MITF inh = 4; FBW7 activator = 0.1; TEAD-YAP block = -13

More records.
SMILES	GPR151 ag	MITF inh	FBW7 activator	TEAD-YAP block
Cc1cc(Cl)ccc1OCC(=O)Nc1ccc(S(=O)(=O)N2CCCCCC2)cc1	0.3	-6	0.0	5
COc1ccc(CCn2c(=S)[nH]c3cc(C(=O)N4CCN(c5ccccc5)CC4)ccc3c2=O)cc1OC	0.0	-5	0.2	1
O=C(Nc1ccccn1)c1ccc(S(=O)(=O)N2CCc3ccccc3C2)cc1	2.5	3	0.1	2
Cc1ccc(SCC(=O)Nc2nnc(-c3ccc(Cl)cc3)o2)cc1	-0.2	-10	0.1	9
O=C(NC1CCS(=O)(=O)C1)c1ccccc1F (stereo not given)	1.4	9	0.1	3
N#Cc1cnn(-c2ccc(Cl)nn2)c1N	0.2	4	-0.1	6
O=C1CCCN1CCCNc1nc(Nc2ccc(C(F)(F)F)cc2)nc2c1ncn2-c1ccccc1	0.6	7	0.1	13
CC(C)(C)OC(=O)COc1ccc2c(C(F)(F)F)cc(=O)oc2c1	-2.1	15	1.1	3
O=C(Nc1nccs1)c1ccc(Br)c(S(=O)(=O)N2CCOCC2)c1	3.5	1	-0.2	10
COc1ccc(C2CC(=O)C3=C(C2)Nc2ccccc2NC3c2ccc(Cl)cc2)cc1OC (stereo not given)	0.9	-5	-0.2	4
CCOC(=O)c1c(NC(=O)CSc2nnc(CNC(=O)c3cccc(F)c3)n2C2CCCCC2)sc2c1CCC2	-0.1	0	0.1	7
COc1cc(C(=O)On2c(-c3ccccc3F)nc3ccccc3c2=O)cc(OC)c1OC	-0.1	4	0.0	-10
O=C(NCCCCNC(=O)c1ccc(Br)cc1)c1ccc(Br)cc1	2.1	5	-0.1	3
Cc1ccccc1OCC(=O)NC(=S)Nc1ccc(I)c(C)n1	1.8	2	-0.2	-1
O=C(O)c1ccc(Nc2nc3ccccc3n3cnnc23)cc1	-0.3	-13	0.1	-1

Of the compounds above, 3 have a furan ring, fused or not:
SMILES	GPR151 ag	MITF inh	FBW7 activator	TEAD-YAP block
COC(=O)c1c(C)oc2ccc(N(C(C)=O)S(=O)(=O)c3ccc(F)cc3)cc12	0.6	8	-0.1	17
C/C(=C\c1ccco1)CN1CCc2nnc(CNC(=O)c3ccccn3)n2CC1	-0.2	8	-0.2	8
O=C(Nc1ccc(Cl)cc1)NC1CC2CCC(C1)N2Cc1ccco1 (stereo not given)	-0.6	32	0.1	-2

(more compounds)
SMILES	GPR151 ag	MITF inh	FBW7 activator	TEAD-YAP block
Cc1nc2c(C(=O)NCC3CCCO3)cnn2c(C)c1Cc1ccc(Cl)cc1 (stereo not given)	-0.1	1	0.2	11
CCOc1ccc(N2C(=O)c3cccc([N+](=O)[O-])c3C2=O)cc1	1.5	5	0.5	9
O=C1NC(=O)C(Cc2ccccc2)(C2CCN(Cc3ccc(F)cc3)CC2)N1 (stereo not given)	0.8	-5	-0.1	-9
Cc1ccccc1S(=O)(=O)Nc1nccnc1-c1ccc(CO)cc1	2.0	14	-0.1	11
CC(C)C(NC(=O)CN(c1ccccc1Br)S(C)(=O)=O)C(C)C	-0.3	22	2.4*	-14
COc1ccccc1C(=O)Nc1ccc(Br)cc1F	-0.3	14	0.1	-13
COc1cc(C2N(c3ccc(F)cc3)C(=O)C3CCCN32)cc(OC)c1OC (stereo not given)	-0.3	-13	-0.1	-1
CC(=O)N/C(=C/c1ccc([N+](=O)[O-])cc1)C(=O)Nc1ccc(C(=O)O)cc1	0.2	2	0.0	-6
O=S(=O)(Nc1ncccn1)c1ccc(NC(=S)NCc2cccs2)cc1	-0.6	15	0.3	6
